DDE Tn6 FP inh: DD(E)-Tn6 binding inhibition, primary FP screen | Fibrin DD(E) TRITC-Tn6 fluorescence polarization displacement | inhibition, % at 8.3 µM | hit rate 0.21% among 370,000 | AID 720509;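 active = inhibition above a per-campaign cutoff: mean of compounds within control limits plus 3 SD, cut at about 15% in these data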;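 also: 0% = median of all compound wells on the plate and 100% = blocking peptide control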
KLK7 zymogen act: activates the human kallikrein-7 zymogen | P49862 | hit rate 0.9% among 370,000 | activation, % at 7 µM | AID 652039 | purified proKLK7, EDANS-DABCYL substrate fluorescence; 100% is mature enzyme control, 0% vehicle;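 active = activation above the mean of all tested compounds plus 3 SD, computed per campaign excluding outliers beyond control limits, cut at about 13% in these data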
ARFGAP1 inh: inhibitors of rat ARFGAP1 | Q62848 | Arfgap1-stimulated ARF1 GTP hydrolysis, GDP FP detection | inhibition, % at 16.5 µM | hit rate 0.26% among 360,000 | AID 651572;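 active = inhibition above a per-plate limit, mean inhibition of low control wells plus 3 SD, cut at about 25% in these data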;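 also: 0% = DMSO wells with enzyme and 100% = wells lacking Arfgap1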
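System: truncated rat Arfgap1 GAP domain / Benchmarks: high control wells lacking Arfgap1, low control full reaction with DMSO / Times: compound-enzyme preincubation 20 min, reaction 120 min, detection 60 min, 25 °C / Repeats: one replicate per compound / Also added: human ARF1(Δ1-17)-GTP substrate / Measured by: Tracer-displacement fluorescence polarization with EDTA stop, 620/688 nm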
UHRF1 binding: blocks human UHRF1 binding to methylated DNA | Q96T88 | UHRF1 binding to methylated oligo, TR-FRET | inhibition, % at 4.4 µM | hit rate 0.75% among 370,000; in the data active = inhibition above about 21%;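 also: UHRF1 SRA domain binding a hemimethylated CpG hairpin DNA probe; 0% = median of test compound wells and 100% = reference inhibitor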
PLCb3 inh: PLC-beta3 (human) inhibition, primary screen; Q01970; Purified PLC-beta3, fluorogenic substrate, fluorescence; inhibition, % at 12.2 µM; hit rate 0.18% among 370,000; in the data active = inhibition above about 11%;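 also: 0% = median of compound wells on plate and 100% = full blocker control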
DDE Tn7 FP inh: inhibitors of Tn7 peptide binding to human fibrin DD(E); P02675; inhibition, % at 8.3 µM; hit rate 0.13% among 370,000; FP displacement of FITC-Tn7 peptide from fibrin DD(E); 0% = median of compound wells per plate; AID 720508;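 active = inhibition above the mean of compounds falling within the control limits plus 3 SD of them, cut at about 14% in these data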;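 also: 0% = plate median of compound wells and 100% = 10 µM Aha-Tn7 peptide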
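Assay system: Human fibrin DD(E) protein | Medium: Tris buffer with calcium and detergent, pH 7.8 | Reagent: 0.1 µM fluorescent Tn7 | Compound dosing: Single point at 8.3 µM | Times: 10 min preincubation, 3 h with tracer, room temperature | Detection: Fluorescence polarization of the labelled Tn7 tracer | Controls: Aha-Tn7 high control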
ASAP1 inh: blocks human ASAP1-stimulated Arf1 GTP hydrolysis; Q9ULH1; GDP FP detection; inhibition, % at 16.5 µM; hit rate 0.19% among 360,000; in the data active = inhibition above about 25%;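 also: 0% = vehicle with enzyme and substrate and 100% = no enzyme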
ADAM17 inh: inhibitors of human ADAM17; inhibition, % at 6.95 µM; hit rate 0.83% among 370,000; recombinant ADAM17, EDANS/DABCYL FRET peptide cleavage; P78536;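 active = inhibition above the mean of compounds lying between control limits plus 3 SD, set per campaign, cut at about 8.5% in these data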;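 also: 0% = DMSO-only wells as the low control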
Target sequence (P78536 215-824 limits assumed): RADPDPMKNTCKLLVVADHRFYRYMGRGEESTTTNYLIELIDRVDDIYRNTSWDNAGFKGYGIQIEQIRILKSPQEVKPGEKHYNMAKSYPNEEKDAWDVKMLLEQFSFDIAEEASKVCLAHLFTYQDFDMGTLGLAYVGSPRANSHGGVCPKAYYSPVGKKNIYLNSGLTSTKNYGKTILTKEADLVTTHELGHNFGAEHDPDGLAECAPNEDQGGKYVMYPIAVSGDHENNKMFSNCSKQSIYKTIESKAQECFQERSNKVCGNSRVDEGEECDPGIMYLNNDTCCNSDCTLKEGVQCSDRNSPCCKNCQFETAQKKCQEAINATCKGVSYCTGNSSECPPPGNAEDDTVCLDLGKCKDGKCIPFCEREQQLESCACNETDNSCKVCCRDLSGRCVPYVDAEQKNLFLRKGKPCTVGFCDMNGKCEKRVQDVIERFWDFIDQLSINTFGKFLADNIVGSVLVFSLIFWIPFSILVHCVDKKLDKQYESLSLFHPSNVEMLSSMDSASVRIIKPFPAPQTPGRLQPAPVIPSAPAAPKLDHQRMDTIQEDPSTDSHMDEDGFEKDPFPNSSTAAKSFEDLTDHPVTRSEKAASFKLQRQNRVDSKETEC
MBD2 DNA inh: inhibitors of human MBD2 binding to methylated oligonucleotide | inhibition, % at 4.4 µM | Q9UBB5 | AID 686964 | hit rate 0.31% among 370,000 | TR-FRET; in the data active = inhibition above about 13%
Target sequence (Q9UBB5 whole entry, looked up): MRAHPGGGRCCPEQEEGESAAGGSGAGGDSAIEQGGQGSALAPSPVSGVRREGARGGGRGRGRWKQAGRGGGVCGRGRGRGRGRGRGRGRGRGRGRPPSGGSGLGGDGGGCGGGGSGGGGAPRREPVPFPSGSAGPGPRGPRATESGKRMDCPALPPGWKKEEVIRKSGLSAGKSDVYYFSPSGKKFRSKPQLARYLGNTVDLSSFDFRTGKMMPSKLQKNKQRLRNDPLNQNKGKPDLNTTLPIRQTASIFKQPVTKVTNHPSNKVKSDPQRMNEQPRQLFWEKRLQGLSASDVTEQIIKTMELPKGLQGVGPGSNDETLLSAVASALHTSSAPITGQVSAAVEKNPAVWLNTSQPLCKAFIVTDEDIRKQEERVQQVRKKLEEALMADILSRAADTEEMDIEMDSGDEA
PLCg1 inh: PLC-gamma1 (human) inhibition, primary screen. P19174. purified PLC-gamma1, fluorogenic substrate, fluorescence. inhibition, % at 12.2 µM. hit rate 0.84% among 370,000. AID 720700; in the data active = inhibition above about 9.5%
Numbers without * were called inactive; i = inactive.

The first 4 records, to show the layout:
SMILES	DDE Tn6 FP inh	KLK7 zymogen act	ARFGAP1 inh	UHRF1 binding	PLCb3 inh	DDE Tn7 FP inh	ASAP1 inh	ADAM17 inh	MBD2 DNA inh	PLCg1 inh
COc1ccc(CN2CCNC(=O)C2CC(=O)N(C)CCC2CCOCC2)c(OC)c1 (stereo unspecified)	-1	0.6	8	2	-9	-1	-7	1	5	1
CNC(=O)c1ccccc1NC(=O)c1ccc(C)c(S(=O)(=O)N2CCCCC2)c1	5	0.2	16	-1	3	-3	7	-2	-6	-1
CCc1cccc(CC)c1NC(=S)N(CCN(C)C)C(C)c1cccnc1 (stereo unspecified)	1	-0.1	-3	-3	3	5	10	-2	0	-1
C=CCNC(=S)NCCO	1	-0.2	-8	-1	-4	-5	-14	-2	-4	-2

All compounds of this part, repeating the preview:
SMILES	DDE Tn6 FP inh	KLK7 zymogen act	ARFGAP1 inh	UHRF1 binding	PLCb3 inh	DDE Tn7 FP inh	ASAP1 inh	ADAM17 inh	MBD2 DNA inh	PLCg1 inh
COc1ccc(CN2CCNC(=O)C2CC(=O)N(C)CCC2CCOCC2)c(OC)c1 (stereo unspecified)	-1	0.6	8	2	-9	-1	-7	1	5	1
CNC(=O)c1ccccc1NC(=O)c1ccc(C)c(S(=O)(=O)N2CCCCC2)c1	5	0.2	16	-1	3	-3	7	-2	-6	-1
CCc1cccc(CC)c1NC(=S)N(CCN(C)C)C(C)c1cccnc1 (stereo unspecified)	1	-0.1	-3	-3	3	5	10	-2	0	-1
C=CCNC(=S)NCCO	1	-0.2	-8	-1	-4	-5	-14	-2	-4	-2
Cc1cc(C(=O)OCn2nnc3ccccc3c2=O)c(C)n1-c1ccccc1	-6	-0.1	-4	-1	-3	-2	-7	6	-4	-3
CCc1ccc(N2CC34C=CC(O3)C(C(=O)OC(C)C)C4C2=O)cc1 (stereo unspecified)	-5	0.5	-1	0	2	-4	-6	-1	2	1
Cc1nn(CC(=O)NCc2ccco2)c(C)c1[N+](=O)[O-]	-1	0.1	6	-2	-46	-4	-5	-1	2	3
COCCNC(=O)COc1ccc(Nc2ccccc2)cc1	0	-0.3	11	-2	-2	0	-4	-2	-3	3
Cc1ccc(NC(=O)COC(=O)c2nn(C)c(=O)c3ccccc23)cc1F	2	0.8	-7	-1	-5	0	0	-3	3	-1
Cc1cc2ncn(N)c2cc1C	-7	0.0	-5	4	5	-3	8	4	-2	4
CCC(C(=O)NC(C)CCc1ccco1)n1nc(C)n2c(cc3occc32)c1=O (stereo unspecified)	2	0.1	10	8	-3	-3	-2	-3	8	-3
COc1ccccc1N1CCN(C(=O)CN2C(=O)C3CCCCC3C2=O)CC1 (stereo unspecified)	-2	-0.4	-5	0	2	10	8	-1	5	0
C/C(=N/N=C1/NC(=O)CC(C(=O)Nc2ccccc2)S1)c1cccs1 (stereo unspecified)	6	-0.1	11	1	4	1	5	3	-2	6
CCOc1cc(S(=O)(=O)NCc2ccccc2)ccc1Br	-6	0.0	-15	4	0	0	-6	2	-3	-2
Cn1cccc1C(=O)OCC(=O)Nc1ccc2[nH]c(=O)[nH]c2c1	-5	0.7	6	2	-14	4	8	-3	4	-3
NCCCC[C@H]1CNC(=O)C(=O)N1CCc1cccc(F)c1	-3	-0.1	4	0	2	4	0	-3	-1	3
CC(C)(C)NC(=O)C1CCC(CNS(=O)(=O)c2cccc3nsnc23)CC1 (stereo unspecified)	-6	0.2	4	-2	-1	8	1	1	-4	5
Cc1c(C(=O)N2CCC(C)CC2)oc2ccc3c(c12)C(O)CC1(CCCCC1)O3 (stereo unspecified)	-1	0.0	-4	-1	-32	7	-41	1	1	-4
COc1ccc(-n2c(=S)[nH]c3[nH]ncc3c2=O)cc1	-4	0.1	-4	2	-3	4	10	-3	2	4
COc1ccc(C(C)NC(=O)c2ccc(Cl)cc2)cc1OC (stereo unspecified)	-6	-0.5	-2	0	-5	1	-3	-2	5	0
O=C(CCc1ccccc1)N/N=C/c1cccc([N+](=O)[O-])c1	-3	-0.7	5	2	-1	4	6	-2	2	-3
Oc1ccc(Oc2ccc3c(C(F)(F)F)cc(C(F)(F)F)nc3n2)cc1	4	0.4	-8	-1	2	6	-5	3	-8	2
OCc1ccc(-c2cccc3nccn23)cc1	1	16*	8	0	-353	0	7	-454	4	-274
Cc1ccc(CNC(=O)CCCC(=O)Nc2cc(C)on2)cc1	4	-0.2	2	9	7	2	-8	-1	-2	3
CC1CCN(C(=O)COC(=O)c2ccc(N3CCCC3=O)cc2)CC1	5	0.1	-2	-2	1	-7	5	-2	-3	-2
C/C(=N\NC(=O)c1ccccc1Cl)c1ccccn1	5	0.6	-4	0	2	3	-8	-5	2	1
CCc1ccc(NC(=O)C(=O)NNC(=O)COc2cccc(OC)c2)cc1	-9	0.1	8	-3	-1	-11	-6	1	0	2
CCC(C)Sc1nc2c(c(=O)[nH]c(=O)n2C)n1CC(O)COc1ccccc1C (stereo unspecified)	9	0.0	18	2	2	8	-2	4	-6	-1
CN(C)S(=O)(=O)n1cc(/C=C(\NC(=O)c2ccccc2F)C(=O)N2CCCC2)c2ccccc21	-6	-0.4	-14	8	-3	5	-7	3	-2	6
CCOc1ccc(C(=O)CCCC(=O)c2ccc(OCC)cc2)cc1	-6	0.5	-2	4	1	-2	8	3	-9	7
CCOC(=O)N1CCN(CC(O)c2c[nH]c3ccc(OC)cc23)CC1 (stereo unspecified)	8	-0.4	15	-1	-10	-1	-8	-1	9	-6
O=C(COC(=O)Cc1cccc(C(F)(F)F)c1)NCc1ccco1	-1	0.1	10	35*	-12	-1	1	0	17*	-6
CC(C)CC(=O)NC(=S)Nc1nc(-c2cccc3ccccc23)cs1	-4	0.8	0	6	6	-12	3	14*	3	16*
Cc1c(NC(=O)Nc2cccc(C#N)c2)c(=O)n(-c2ccccc2)n1C	4	-0.1	-2	-1	-1	10	-1	-6	1	0
CN1CCCCC1(C)C(=O)NCc1ccc(C(C)(C)C)cc1 (stereo unspecified)	-8	0.9	-3	-1	0	-5	1	-2	5	1
Cc1ccsc1C(=O)Nc1n[nH]c(C(F)(F)F)n1	4	0.1	-5	-1	-6	3	-7	3	0	-1
COCCNc1nc2cc(-c3ccccc3)sc2c(=O)n1C	-9	0.1	-5	0	-8	-1	1	-26	1	5
CC(C)C(C(=O)Nc1sc2c(c1C#N)CCCCC2)N1C(=O)c2ccccc2C1=O (stereo unspecified)	6	0.3	-13	-1	3	-3	6	-3	-3	3
CN(C)S(=O)(=O)c1ccc2c(c1)C(CC(=O)O)NC2=O (stereo unspecified)	9	-0.1	-1	0	-1	0	-7	-7	-3	0
CC(O)CN(CC(C)O)c1ccc2c(c1)Cc1cc([N+](=O)[O-])ccc1-2 (stereo unspecified)	-3	0.9	14	-7	i	-3	10	4	-10	-436

Laid out differently: results already given.
compound,DDE Tn6 FP inh,KLK7 zymogen act,ARFGAP1 inh,UHRF1 binding,PLCb3 inh,DDE Tn7 FP inh,ASAP1 inh,ADAM17 inh,MBD2 DNA inh,PLCg1 inh
OCc1ccc(-c2cccc3nccn23)cc1,1,16*,8,0,-353,0,7,-454,4,-274
CC(O)CN(CC(C)O)c1ccc2c(c1)Cc1cc([N+](=O)[O-])ccc1-2 (stereo unspecified),-3,0.9,14,-7,i,-3,10,4,-10,-436
CC(C)C(C(=O)Nc1sc2c(c1C#N)CCCCC2)N1C(=O)c2ccccc2C1=O (stereo unspecified),6,0.3,-13,-1,3,-3,6,-3,-3,3
COCCNc1nc2cc(-c3ccccc3)sc2c(=O)n1C,-9,0.1,-5,0,-8,-1,1,-26,1,5

Following part.
SMILES	DDE Tn6 FP inh	KLK7 zymogen act	ARFGAP1 inh	UHRF1 binding	PLCb3 inh	DDE Tn7 FP inh	ASAP1 inh	ADAM17 inh	MBD2 DNA inh	PLCg1 inh
CCN(CC(=O)NCCCn1ccnc1)S(=O)(=O)c1ccc(C)cc1	0	0.0	-2	0	-6	-6	0	0	3	4
O=C(O)CN1CCN(Cc2ccccc2)C1=O	5	0.2	5	0	-1	2	6	-4	1	0
COCCCNC(=O)/C=C/c1ccc(OCc2c(F)cccc2Cl)cc1	5	-0.3	4	2	-7	-6	4	2	0	6
COc1ccccc1CNc1ccc([N+](=O)[O-])cc1C	0	-0.5	17	48*	2	4	4	2	0	1
CCN1CCN(C(=O)C2CCN(c3nnc(C)c4c(C)n(-c5ccc(C)cc5)nc34)CC2)CC1	-1	1.0	-4	8	-204	-2	13	-27	12	-144
O=C(COCc1cc(-c2ccc3c(c2)OCO3)on1)N1CCCCC1	0	0.0	13	4	-13	-4	12	-5	4	3
Cc1ccc(NC(=O)Nc2cnccn2)cc1C	2	0.4	2	9	-9	-1	11	-7	7	1
CCCNC(=O)CCCN1C(=O)c2ccccc2Sc2ncccc21	3	-0.5	0	-1	1	9	-9	4	5	1
CC(C)CC(NC(=O)C(NC(=O)C(Cc1ccc(OCc2ccccc2)cc1)NC(=O)OC(C)(C)C)C(C)C)C(N)=O (stereo unspecified)	1	0.1	4	-1	4	4	-3	2	-2	0
CC1CCN(C2=NC(=O)/C(=C/c3cn(-c4ccccc4)nc3-c3cccc(S(=O)(=O)N(C)C)c3)S2)CC1	5	-0.6	12	0	1	-4	4	1	0	-3
Cc1ccc(S(=O)(=O)C2(C(=O)NC3CCCCC3C)CC2)cc1 (stereo unspecified)	1	-0.1	-1	9	-7	5	9	-1	3	3
O=C(CN1C(=O)c2ccccc2S1(=O)=O)NCc1c(F)cccc1F	4	0.2	11	0	-6	1	6	-4	0	5
Cc1c(Cl)c([N+](=O)[O-])nn1CCCC(=O)Nc1c(C)n(C)n(-c2ccccc2)c1=O	-8	-0.8	7	2	-8	7	3	-6	2	3
COc1ccc(C(=O)N(C)Cc2ccc(OC)c(OC)c2OC)cc1S(=O)(=O)N1CCOCC1	4	-0.2	10	0	-2	-9	-8	2	-5	0

3 entries out of the list above, ordered by the number in DDE Tn7 FP inh, highest first.
SMILES	DDE Tn6 FP inh	KLK7 zymogen act	ARFGAP1 inh	UHRF1 binding	PLCb3 inh	DDE Tn7 FP inh	ASAP1 inh	ADAM17 inh	MBD2 DNA inh	PLCg1 inh
CCCNC(=O)CCCN1C(=O)c2ccccc2Sc2ncccc21	3	-0.5	0	-1	1	9	-9	4	5	1
CC(C)CC(NC(=O)C(NC(=O)C(Cc1ccc(OCc2ccccc2)cc1)NC(=O)OC(C)(C)C)C(C)C)C(N)=O (stereo unspecified)	1	0.1	4	-1	4	4	-3	2	-2	0
CCN(CC(=O)NCCCn1ccnc1)S(=O)(=O)c1ccc(C)cc1	0	0.0	-2	0	-6	-6	0	0	3	4
